KCNQ2 inh: KCNQ2 potassium channel inhibitors, primary screen, cell-based, CHO-K1, FluxOR thallium flux, B-score (AID 2156). B-score at 10 µM. 20 min; stronger effect = lower value. hit rate 1.1% among 310,000;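 active means fluorescence ratio B-score at most minus 3 library SDs, with starting brightness B-score within 2 library SDs, cut at about -5.5 in these data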
Target sequence (O88943 whole entry, looked up): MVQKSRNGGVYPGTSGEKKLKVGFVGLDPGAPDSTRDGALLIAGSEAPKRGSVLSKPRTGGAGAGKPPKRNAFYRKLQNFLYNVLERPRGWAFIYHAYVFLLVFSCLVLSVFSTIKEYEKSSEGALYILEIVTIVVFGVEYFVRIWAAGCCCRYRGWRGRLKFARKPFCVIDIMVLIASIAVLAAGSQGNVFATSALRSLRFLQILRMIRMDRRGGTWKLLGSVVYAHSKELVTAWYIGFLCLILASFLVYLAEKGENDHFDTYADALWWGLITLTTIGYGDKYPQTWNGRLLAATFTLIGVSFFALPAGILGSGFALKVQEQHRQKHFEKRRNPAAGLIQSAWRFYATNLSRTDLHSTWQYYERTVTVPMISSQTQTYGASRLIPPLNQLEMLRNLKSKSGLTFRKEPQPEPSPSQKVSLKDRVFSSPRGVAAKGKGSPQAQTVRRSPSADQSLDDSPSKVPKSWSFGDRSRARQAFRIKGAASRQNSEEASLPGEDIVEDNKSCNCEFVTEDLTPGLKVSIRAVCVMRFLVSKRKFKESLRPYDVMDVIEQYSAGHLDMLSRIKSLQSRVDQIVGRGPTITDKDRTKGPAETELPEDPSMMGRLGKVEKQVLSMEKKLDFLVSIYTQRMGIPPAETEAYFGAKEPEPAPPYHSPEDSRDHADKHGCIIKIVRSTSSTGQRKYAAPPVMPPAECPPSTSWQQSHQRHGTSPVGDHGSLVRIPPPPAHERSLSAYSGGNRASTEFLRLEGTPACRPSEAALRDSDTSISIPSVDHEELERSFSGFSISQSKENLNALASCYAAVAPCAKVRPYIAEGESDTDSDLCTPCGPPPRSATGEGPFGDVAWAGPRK
CHT block: inhibits the human high affinity choline transporter. B-score at 10 µM. hit rate 0.86% among 310,000. Q9GZV3. CHT-expressing cells, membrane potential dye, choline response; stronger effect = lower value;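 active means B-score over 3 SD under the library average, and starting fluorescence ratio not unusually high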;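 further: choline stimulus applied at its EC90 after an EC20 pre-addition; B-score computed on integrated fluorescence ratio after choline addition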
* = called active by the depositor; i = inactive; nt = not tested or not shown.

SMILES,KCNQ2 inh,CHT block
O=C(CN(Cc1ccc2c(c1)OCO2)C(=O)CNS(=O)(=O)c1ccccc1)NCC1CCCO1 (configuration not stated),i,i
COc1ccc(C(=O)C2CCN(C(=O)c3ccc(OC)cc3)CC2)cc1,i,i
Cc1cc(N)n(-c2ccc(Oc3ccccc3)c(S(=O)(=O)O)c2)n1,i,nt
COc1ccc(NC(=O)CN(C)CCOc2ccc(Cl)cc2)cc1OC,i,i
CCOc1ccc(NC(=O)CCC(=O)OC)cc1,i,i
COc1ccccc1N(CC(=O)NCCSc1ccccc1)S(C)(=O)=O,i,i
COc1ccccc1OCCNS(=O)(=O)c1ccc2oc3ccccc3c2c1,i,i
COC(=O)COc1cccc(/C=N/NC(=O)CCSc2ccccc2)c1,i,i
COc1ccc(Cl)cc1NC(=S)Nc1cccnc1,i,i
COc1ccc(NC(=S)N2CCc3ccccc3C2)cc1OC,i,i
O=C(O)c1nccnc1C(=O)NCCc1c[nH]c2ccccc12,i,i
Cc1cc(C)c2cccc(N)c2n1,i,i
FC(F)(F)c1nnc2sc(-c3ccncc3)nn12,i,i
CCOC(=O)N1CCc2c(sc3nc[nH]c(=O)c23)C1,i,i
COc1ccc(-n2nc(C(=O)Nc3ccc(OC)c(OC)c3)c3c4ccccc4n(C)c3c2=O)cc1,i,i
O=C(Nc1ccccc1)c1cccc(N2C(=O)C3C4CC(C(Br)C4Br)C3C2=O)c1 (configuration not stated),i,i
CCNC(=S)N1CCCC(c2nc3ccc(C)cc3[nH]2)C1 (configuration not stated),i,i
O=C(c1cc2nc(-c3ccco3)cc(C(F)(F)F)n2n1)N1CCN(c2ccccc2)CC1,i,i
Cc1cc(C[n+]2cc(Br)ccc2N)c2ncccc2c1,i,i
COc1ccc(-c2nc(CS(=O)(=O)CC(=O)NC3CCC(C)CC3)c(C)o2)cc1 (configuration not stated),i,i
CSc1nc2nc3c(c(=O)n2[nH]1)CCC3,i,i
CCNC(=S)N(Cc1ccc(OC)cc1)C1CC(=O)N(c2ccc(OCC)cc2)C1=O (configuration not stated),i,i
Cc1ccnc(N2C(=O)c3ccccc3C2Nc2ccccc2Cl)c1 (configuration not stated),i,i
CC(C)[C@H]1CN(C)CCN1Cc1cn(C)nc1-c1cccc(Cl)c1,i,i
COC(=O)NNC(=O)COc1cc(C)c(Br)cc1C(C)C,i,i
COc1cc(C(=O)N/N=C/c2cccc(Oc3ccccc3)c2)ccc1O,i,i
N/C(Cn1cncn1)=N\OC(=O)c1ccc(Cl)cc1,i,i
COc1ccccc1-c1cc(C(=O)NC2CCN(C)CC2)c2ccc(Cl)c(C)c2n1,-5.8*,i
O=C(CCc1ccc(S(=O)(=O)N2CCOCC2)cc1)Nc1nccs1,i,i
Cc1ccc(NC(=O)CCC(=O)NNC(=O)/C=C/C(=O)O)c(C)c1,i,i

Record cards, as listed above:
`COc1cc(C(=O)N/N=C/c2cccc(Oc3ccccc3)c2)ccc1O` is listed with KCNQ2 inh = i; CHT block = i
`O=C(c1cc2nc(-c3ccco3)cc(C(F)(F)F)n2n1)N1CCN(c2ccccc2)CC1` is listed with KCNQ2 inh = i; CHT block = i
`O=C(O)c1nccnc1C(=O)NCCc1c[nH]c2ccccc12` is listed with KCNQ2 inh = i; CHT block = i

Next part.
SMILES,KCNQ2 inh,CHT block
Cc1ccccc1-n1c(SCC(=O)N2CCN(c3ccccc3)CC2)nnc1-c1ccncc1,i,i
COC(=O)C1=C(C)N(CCCC(=O)O)C(=O)NC1c1ccc2c(c1)OCO2 (configuration not stated),i,i
Cc1ccc(NC(=O)CCNC(=O)c2ccc(Cl)cc2)nc1,i,i
O=C(NCc1ccncc1)C1CCN(S(=O)(=O)c2cccc(C(F)(F)F)c2)CC1,i,nt
Cn1ncc(Cl)c1C(=O)N1CCOCC1,i,i
Cn1cc([N+](=O)[O-])c(C(=O)Nc2ccc(-c3nc4ccccc4o3)cc2)n1,i,i
c1ccc(-c2ccc(C3=Nn4c(Cn5nnc6ccccc65)nnc4SC3)cc2)cc1,i,i
COc1ccc(C2/C=C\CN(C(=O)Nc3ccccc3-c3ccccc3)CC(=O)N2Cc2ccc(F)cc2)cc1 (configuration not stated),-6.4*,i
O=C(Cn1c(=O)oc2ccccc21)N1CCOCC1,i,i
O=C(/C=C/c1ccc(F)cc1)NC(=S)N1CCN(c2ccccn2)CC1,i,i
Cc1cc(N2CCOCC2)n2nc(C)c(-c3ccccc3)c2n1,nt,i
Cc1cccc(NC(=O)CSc2nnc(-c3cc(C)[nH]n3)n2N)c1,i,i
CCc1ccc(-c2nc(CSCC(=O)NCc3ccco3)c(C)o2)cc1,i,nt
CSc1ccc(C(=O)C2CCCN(C(=O)c3cc4cc(F)ccc4[nH]3)C2)cc1 (configuration not stated),i,i
COc1ccc(C(=O)C2CCCN(C(=O)c3ccc(CSC)o3)C2)cc1F (configuration not stated),i,i
Cc1ccnc(NCc2ccccc2O)c1,i,i
CCCCn1c(O)c(C(CC)=Nc2ccc3c(c2)CCC3)c(=O)[nH]c1=O,i,i
Cc1sc(NC(=O)c2ccco2)c(C(Nc2ccccn2)c2ccccc2)c1C (configuration not stated),i,i
Cc1cc(N(C)C)c(C#N)c(=O)[nH]1,i,i
Cc1ccc(-n2c3nc(=O)n(C)c(=O)c-3cc3ccccc32)cc1,i,i
Cc1cc(=O)[nH]c2n[nH]c(-c3ccccc3)c12,i,i
Cn1c(SCc2ccc(Cl)cc2)nc(C(F)(F)F)cc1=O,i,i
Cc1ccc(C(=O)CC(=O)c2cc(Cl)ccc2O)cc1,i,i
COc1ccc(S(=O)(=O)Nc2ccc3c(c2)N(C(C)=O)CCC3)cc1,i,i
CCCCCN(C(=O)NC(=O)Nc1nncs1)S(C)(=O)=O,i,i
NC(=O)C1CCN(C(=O)c2cc3ccccn3n2)CC1,i,i
CC(=O)c1c(N2CCN(Cc3ccccc3)CC2)nc(=S)n(-c2ccccc2)c1C,i,i
O=C(CCC(=O)Nc1ccccc1Cl)NN=C1CCCC1,i,i
CC(=O)c1c(C)[nH]c(C(=O)OCC(=O)N2c3ccccc3NC(=O)C2(C)C)c1C,i,i
CCC(C)(C(=O)NC1CCCC1)N(C)C(=O)c1ccccn1 (configuration not stated),i,i

Other structures
Second line of a record: KCNQ2 inh	CHT block
> O=C(N/N=C/c1cccc(F)c1)c1csc2c1CCCC2
→ i	i
> COCCN(C(=O)COC(=O)c1ccccc1Nc1ccccc1)c1c(N)n(Cc2ccccc2)c(=O)[nH]c1=O
→ i	i
> Cc1ccccc1-c1nc(CS(=O)(=O)CC(=O)NCCCN2CC(C)CC(C)C2)c(C)o1 (configuration not stated)
→ i	i
> CSCCC(NC(=O)c1ccc(Cl)cc1Cl)C(=O)OCC(N)=O (configuration not stated)
→ i	i
> CCN(CC)CCC(=O)N1c2ccccc2CCc2ccc(NC(=O)OC)cc21
→ i	i
> O=C(NCCc1c[nH]c2ccccc12)c1ccc2nc[nH]c2c1
→ i	i
> O=C(Cc1cccc(C(F)(F)F)c1)NCc1ccc(Cl)cc1Cl
→ i	i
> C/C(=N\NC(=O)CCCNc1ccccc1)c1ccncc1
→ i	i
> CCOC(=O)C(CCCCCCC(NC(C)=O)(C(=O)OCC)C(=O)OCC)(NC(C)=O)C(=O)OCC
→ i	i
> CCn1cc(CNC(=O)CCc2nnc(CCC3CCCCC3)o2)cn1
→ i	i
> CCCc1nc(SCC(=O)c2ccccc2)c2c(=O)n(C)c(=O)n(C)c2n1
→ i	i
> COc1ccc(C(=O)NC2CC2)cc1OC1CCN(Cc2ccc(F)cc2)CC1
→ i	i
> O=C(COC(=O)CCc1c[nH]c2ccccc12)Nc1cc([N+](=O)[O-])ccc1Cl
→ i	i
> O=C(O)C1CCCN1S(=O)(=O)c1ccc2[nH]c(=O)c(=O)[nH]c2c1 (configuration not stated)
→ i	i
> CCC(C)C(=O)Nc1nnc(CCc2ccccc2)s1 (configuration not stated)
→ i	i
> O=C(Nc1ccccc1)c1c2c(nc3ccccc13)CCCC2
→ -8.2*	i
> COc1ccccc1CNC(=O)C(=O)NCC1OCCN1S(=O)(=O)c1ccc(Br)cc1 (configuration not stated)
→ i	i
> CC(=O)O[C@]1(C(C)=O)CCC2C3C=C(C)C4=CC(=O)CC[C@]4(C)C3CC[C@@]21C (some centres not stated)
→ i	i
> COc1ccc(C2=NN(c3nc(-c4ccc(CNC(C)=O)cc4)cs3)C(c3ccco3)C2)cc1 (configuration not stated)
→ i	i
> O=C(c1c(Cl)cccc1Cl)N1CCN(c2ncccn2)CC1
→ i	i
> COC(=O)C1(C)NC(c2ccco2)C2C(=O)N(c3ccc(C)cc3)C(=O)C21 (configuration not stated)
→ i	i
> C/C(CCc1ccccc1)=N/NC(=O)C(=O)NCc1ccccc1
→ i	i
> Cc1ccn2c(=O)c(NC(=O)c3ccc(Br)o3)c(C)nc2c1
→ i	i
> Cc1ccccc1CN(c1ccc(C(=O)NCCC2=CCCCC2)cc1)S(C)(=O)=O
→ i	i
> Cc1ccc(OCC(O)CN2CCN(Cc3ccc4c(c3)OCO4)CC2)cc1C (configuration not stated)
→ i	i
> CCCNNC(=O)C(O)(c1cccc(C)c1)c1cccc(C)c1
→ i	i
> COCc1ccc(C(=O)Nc2ccc(C(=O)O)cc2)o1
→ i	i
> Nc1nnc(SCc2ccc(Cl)cc2)s1
→ i	i
> CCCC(=O)c1c(C)c2ccccc2n1C
→ i	i
> COc1cccc(OC)c1CN(C)C(=O)c1cnccc1C(F)(F)F
→ i	i
> Cc1cc(C)nc(NS(=O)(=O)c2ccc(N=NN(C)C)cc2)n1
→ i	i
> CCc1ccc(NC(=O)CCc2nnc3ccc(N4CCCC4)nn23)cc1
→ i	i
> O=S1(=O)CCO[C@H]2Cc3ccccc3[C@H]2N1Cc1cccc(Cl)c1
→ i	i
> COc1cccc(CNS(=O)(=O)c2ccc3c(c2)CCN3C(=O)C2CC2)c1
→ i	i
> CCC(Oc1ccc(F)cc1)C(=O)N1CCCCCCC1 (configuration not stated)
→ i	i
> CCOP(=O)(c1ccc(N(C)C)cc1)C(O)c1ccccc1OC (configuration not stated)
→ i	i
> Cc1cc(Br)ccc1OCCCCN1CCC(C)CC1
→ i	i
> CCCOc1ccc(N2C(=O)CC(SCC(N)C(=O)OCC)C2=O)cc1 (configuration not stated)
→ i	i
> C=CCN1C(=O)/C(=C\C=C2\N(C)c3ccccc3C2(C)C)SC1=S
→ i	i
> COc1cccc(-c2cc(C(=O)Nc3c(C)nn(Cc4ccccc4)c3C)no2)c1
→ i	i
> CCCCn1c(CNC(C)=O)nc2ccccc21
→ i	i
> Cc1cccc(-c2nnc(-c3cccc(NC(=O)Cc4cccs4)c3)o2)c1
→ i	i
> O=C(O)c1nn(-c2ccccc2-c2n[nH]c(=O)[nH]c2=O)c(=O)[nH]c1=O
→ i	i
> O=C(NCCN1CCOCC1)c1ccccc1Cl
→ i	i
> COc1ccc(CC(=O)NN2C(=O)c3ccccc3C2=O)cc1
→ i	i

With a hit mark in KCNQ2 inh, among the entries above:
Second line of a record: KCNQ2 inh	CHT block
> COc1ccccc1-c1cc(C(=O)NC2CCN(C)CC2)c2ccc(Cl)c(C)c2n1
→ -5.8*	i
> COc1ccc(C2/C=C\CN(C(=O)Nc3ccccc3-c3ccccc3)CC(=O)N2Cc2ccc(F)cc2)cc1 (configuration not stated)
→ -6.4*	i
> O=C(Nc1ccccc1)c1c2c(nc3ccccc13)CCCC2
→ -8.2*	i

Other entries.
Second line of a record: KCNQ2 inh	CHT block
> CCn1c(SCC(=O)Nc2cc(C)on2)nnc1-c1ccccc1
→ i	i
> O=C(Nc1ccc(CN2CCOCC2)cc1)c1cc2ccccn2n1
→ i	i
> Cc1ccnc(NC(=O)c2ccc(COc3ccc(Cl)cc3)o2)c1
→ i	i
> COCC(=O)Nc1nc2n(n1)C(c1ccccc1)CC(c1ccc(OC)cc1)N2 (configuration not stated)
→ i	i
> Brc1ccc2nc(N3CCCC3)sc2c1
→ i	i
> CC(Sc1nnc(CC(C)c2ccccc2)n1N)C(N)=O (configuration not stated)
→ i	i
> CC1CCN(S(=O)(=O)c2cn(C)c(=O)n(C)c2=O)CC1
→ i	i
> COc1ccc(Nc2nc(-c3cccs3)nc3ccccc23)cc1
→ i	i
> O=C(Nc1ccccc1)N1N=C(c2ccc(F)cc2)CC1c1ccc(F)cc1 (configuration not stated)
→ -6.7*	i
> Clc1ncnc2c1oc1ccccc12
→ i	i
> COC(=O)c1ccc(C(NC(=O)OCc2ccccc2)/C(F)=C/[C@@H](C)C(=O)O)cc1 (some centres not stated)
→ i	i
> O=C1ON=C(c2ccccc2)/C1=C/c1ccc(O)cc1
→ i	i
> Cc1ccc(SCc2cc(-c3ccc(Cl)cc3)no2)cc1
→ i	i
> CCOC(=O)c1c(/N=C/N(C)C)sc(/C=N/Nc2ccccc2)c1-c1ccccc1Cl
→ i	i
> COC(=O)C(Nc1nccs1)(OC)C(F)(F)F (configuration not stated)
→ i	i
> CCOC(=O)N1CCN(c2c(NCCN3CCCCC3CC)c(=O)c2=O)CC1 (configuration not stated)
→ i	i
> C[C@@]12CCC=C[C@H]1[C@H](c1ccc3ccccc3c1)N(Cc1ccccc1)C2=O
→ i	i
> COc1cc(CNC2CCCCC2OC)cc(OC)c1OC (configuration not stated)
→ i	i
> COc1ccc(C(=O)Oc2c(OC)cc(C(=S)N3CCOCC3)cc2OC)cc1
→ i	i
> O=C(N/N=C/c1ccc([N+](=O)[O-])o1)c1cc(-c2ccncc2)nc2ccccc12
→ i	i
> C(#CCN1CCC(Cc2ccccc2)CC1)COCCOCc1ccccc1
→ i	i
> COc1ccc(Cl)cc1S(=O)(=O)Nc1ccc2c(c1)n(C)c(=O)n2C
→ i	i
> COC(=O)c1ccc(NC(=S)N2CCCC2)cc1
→ i	i
> CCN(c1ccccc1)S(=O)(=O)c1cccc(C(=O)NCC(c2cccs2)N(C)C)c1 (configuration not stated)
→ i	i

High-throughput results (PubChem)

An unsorted share of the library. About 1.9% of those tested had a hit in this group.
